Tb PYK inh: blocks Trypanosoma brucei pyruvate kinase; Q57TT1; TbPYK enzyme, Kinase-Glo Plus ATP luminescence, 45 min; Potency, µM (top dose mostly 76.8 µM), for inactives: at the highest dose activity, negative = inhibition, most hits filed as inhibitors; 410,000 compounds, 0.12% hits; AID 624173; note: potency is the fitted concentration of half-maximal effect; % is set by controls: 0 for no effect and ±100 for the full control effect; nearly all actives have a fitted effect of over 50% in size
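Assay buffer: 50 mM TEA pH 7.2, 100 mM KCl, 10 mM MgCl2, 0.05% BSA, 0.01% Tween-20. Pyruvate kinase from T. brucei plus substrate met compound, then ADP (130 uM final). Luminescence was read post 45 min RT.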
Pf growth 48h: inhibits P. falciparum growth in the first generation, 48 h. P. falciparum luciferase growth in erythrocytes, 48 h. Potency, µM (highest dose often 28.7 µM), for inactives: top-dose activity change, negative = inhibition, most hits filed as inhibitors. 310,000 compounds, 5.9% hits; note: potency is the fitted concentration of half-maximal effect; % is set by controls: 0 for no effect and ±100 for the full control effect
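Firefly luciferase activity from engineered P. falciparum reports growth; inhibitors lower the luminescent signal. Cultures contained 2% hematocrit erythrocytes at 0.1% final parasitemia.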
Shiga inhibitor: blocks Shiga toxin action in Vero cells. Vero cells, Shiga toxin protein synthesis inhibition reporter. inhibition, % at 38.7 µM. 290,000 compounds, 9.2% hits; in the data active = inhibition mostly above about 28%, no sharp cut-off; inactive = mostly below about 43%; note: 0% is about no effect
Cycloheximide cs: counter-screen hit for Shiga toxin inhibitors, cycloheximide; max response, %; 300,000 compounds, 12% hits; AID 2314; cell reporter, cycloheximide protein synthesis inhibition counterscreen; in the data active = max response mostly above about 13%, no sharp cut-off; inactive = mostly below about 14%; note: read at 38.3 µM for the half of the compounds with a filed dose; 0% is about no effect
AmpC no deterg: inhibitors of E. coli AmpC beta-lactamase without detergent | P00811 | AmpC nitrocefin hydrolysis, absorbance 480 nm, 0.0001% Triton | Potency, µM (series often up to 57.1 µM), for inactives: at the highest dose activity change, negative = inhibition, actives largely listed as inhibitors | 330,000 compounds, 0.52% hits | AID 485341;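 note: potency is the fitted concentration of half-maximal effect; plate controls were no compound for no effect and no enzyme for full effect; nearly all actives have a fitted effect of over 20% in size; some results filed as inactive show a strong effect at the top dose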
Target sequence (P00811 whole entry, looked up): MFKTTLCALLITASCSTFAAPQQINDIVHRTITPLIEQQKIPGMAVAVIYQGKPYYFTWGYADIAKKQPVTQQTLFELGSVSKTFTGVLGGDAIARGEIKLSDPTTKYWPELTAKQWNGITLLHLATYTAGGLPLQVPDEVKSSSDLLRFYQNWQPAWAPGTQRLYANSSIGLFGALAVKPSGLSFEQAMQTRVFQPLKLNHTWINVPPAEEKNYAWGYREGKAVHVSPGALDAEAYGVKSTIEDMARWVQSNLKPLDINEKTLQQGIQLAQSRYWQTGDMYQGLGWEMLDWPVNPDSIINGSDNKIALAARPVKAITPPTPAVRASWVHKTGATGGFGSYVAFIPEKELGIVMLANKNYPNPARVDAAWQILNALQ
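AmpC (5.3 nM in the dispensed reagent) in 20 mM phosphate pH 7.0 with 0.01% (detergent screen) or 0.0001% Triton X-100 was preincubated with compounds for 15 min at room temperature. Nitrocefin was then added from an 800 uM solution, and hydrolysis was followed at 480 nm.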
Pf growth 96h: inhibits malaria parasite growth, 96 h | Potency, µM (titrated, usually from 28.7 µM), for the others: at the top dose activity change, negative = inhibition, actives largely listed as inhibitors | AID 504834 | P. falciparum luciferase reporter growth, 96 h | 320,000 compounds, 6.9% hits; note: potency is the fitted concentration of half-maximal effect; % is set by controls: 0 for no effect and ±100 for the full control effect
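Two-generation exposure (96 h) targets delayed-death phenotype. Reporter parasites carrying integrated firefly luciferase, in red cells at 2% hematocrit and 0.05% parasitemia final, kept at 37 C, 5% CO2; luminescence loss indicates inhibition.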
LmPK inhibitor: inhibitors of Leishmania mexicana pyruvate kinase; Potency, µM (titrated, usually from 57.5 µM), for inactives: top-dose activity change, negative = inhibition, hits mostly inhibitors; 290,000 compounds, 0.37% hits; purified LmPK, Kinase-Glo ATP luminescence, 1 h; Q27686; note: potency is the fitted concentration of half-maximal effect; % is set by controls: 0 for no effect and ±100 for the full control effect
Target sequence (Q27686 whole entry, looked up): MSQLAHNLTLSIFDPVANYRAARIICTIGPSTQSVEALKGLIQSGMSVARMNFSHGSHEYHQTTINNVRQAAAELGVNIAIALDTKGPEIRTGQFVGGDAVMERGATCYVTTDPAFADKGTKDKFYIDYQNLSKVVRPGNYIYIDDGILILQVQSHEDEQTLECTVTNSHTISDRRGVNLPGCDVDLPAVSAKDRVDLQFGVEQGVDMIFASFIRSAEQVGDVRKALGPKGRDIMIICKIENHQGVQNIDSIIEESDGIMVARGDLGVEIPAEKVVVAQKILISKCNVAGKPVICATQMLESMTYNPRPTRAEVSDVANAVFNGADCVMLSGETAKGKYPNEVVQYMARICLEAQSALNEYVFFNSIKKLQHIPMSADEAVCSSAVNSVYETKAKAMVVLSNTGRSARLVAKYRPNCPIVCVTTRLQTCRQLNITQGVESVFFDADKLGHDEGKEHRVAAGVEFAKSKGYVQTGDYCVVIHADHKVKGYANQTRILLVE
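Purified LmPK (0.1 nM) with 0.5 mM PEP and 0.1 mM ADP in imidazole buffer pH 7.2 with MgCl2/KCl, 1 h at room temperature. ATP formed was read by luciferase luminescence and normalized to no-enzyme and uninhibited controls.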
Numbers without * were called inactive; ? = inconclusive; nt = no result given; & = joins results of further samples; [ ] = dose if it differs, or a comment. Unless noted, calls come from the whole dose curve; as a rule, active = well fitted curve in the direction sought with a large enough effect; inconclusive = small, poorly fitted or top-dose-only effect, or another doubt; inactive = no such curve, though single readings can be large; an effect the other way counts as inactive or inconclusive.

SMILES	Tb PYK inh	Pf growth 48h	Shiga inhibitor	Cycloheximide cs	AmpC no deterg	Pf growth 96h	LmPK inhibitor
CCCn1cnnc1CNC(=O)C1CCC(=O)N(CCc2ccc(OC)cc2)C1 (stereo not given)	1%	20%	-11	-4	-2%	18%	2%
O=C(CCn1nc(-c2ccc(Cl)cc2)ccc1=O)N1CCC2(CC1)OCCO2	-15%	6%	9	4	47%	31%[activator]	2%
CCOC(=O)c1cccc(NC(=O)Cn2c(CC(=O)N3CCCC3)nc3ccccc32)c1	nt	-4%	-13	2	17%	?	-3%
Cc1ccc(OCC(=O)N2CCN(CC3CC4C=CC3C4)CC2)cc1 (stereo not given)	-1%	?	-12	-5	64%[activator]	11%	1%
CC1(c2ccc(Cl)cc2)NC(=O)N(CC(=O)N2CCCC2)C1=O (stereo not given)	6%	-5%	21	-2	27%	0%	-3%
Cc1cc(C)nc(N/N=C/C2=C(O)CC(c3ccc(F)cc3)CC2=O)n1 (stereo not given)	-5%	?	-6	6	-7%	-11%	5%
CCOC(=O)CC(=O)CSc1ccc2nnc(-c3cccc(F)c3)n2n1	-6%	7.4µM*	-32	-2	-5%	7%	5%
CC1CCCC(C)N1C(=O)c1cc(-c2ccco2)on1 (stereo not given)	-3%	14%	47*	8	-1%	57%[activator]	-5%
CC(C)n1c(SCC(=O)Nc2ccccc2)nc2c1c(=O)[nH]c(=O)n2C	2%	?	-2	-2	-11%	13µM*	1%
COC(=O)c1sccc1NC(=S)Nc1ccc(F)cc1	2%	2%	-11	-4	-13%	-14%	2%
CCOC(=O)C1CCCN(S(=O)(=O)c2nc3nc(C)cc(C)n3n2)C1 (stereo not given)	-3%	9%	-3	0	2%	-12%	-6%
C=CCc1cc(Cl)ccc1OCCN(C)C	2%	2%	-14	1	1%	52%[activator]	3%
O=C(NC1CCCCC1)C(=O)N(Cc1cccnc1)C(C(=O)NCc1ccco1)c1ccccc1 (stereo not given)	nt	-27%	-9	6	-7%	5.2µM*	2%
CCNC(=S)N(CCc1c(C)[nH]c2ccc(C)cc12)Cc1cccs1	0%	?	6	8	-13%	?	4%[11.5 µM]
O=C(Nc1nccs1)C1CC(=O)N(c2ccccc2Cl)C1 (stereo not given)	-7%	nt	-22	1	-9%	102%[activator]	3%

Among those listed so far, these have an NH in an aromatic ring.
SMILES	Tb PYK inh	Pf growth 48h	Shiga inhibitor	Cycloheximide cs	AmpC no deterg	Pf growth 96h	LmPK inhibitor
CC(C)n1c(SCC(=O)Nc2ccccc2)nc2c1c(=O)[nH]c(=O)n2C	2%	?	-2	-2	-11%	13µM*	1%
CCNC(=S)N(CCc1c(C)[nH]c2ccc(C)cc12)Cc1cccs1	0%	?	6	8	-13%	?	4%[11.5 µM]

Additional results:
SMILES	Tb PYK inh	Pf growth 48h	Shiga inhibitor	Cycloheximide cs	AmpC no deterg	Pf growth 96h	LmPK inhibitor
O=C(Nc1ccc(Cl)cc1)NC1CCCCNC1=O (stereo not given)	-1%	69%[activator]	46*	28*	-8%	27%	-3%
CCOC(=O)c1c(-c2ccccc2)oc2ccc(OCC(O)CNCCN(C)C)cc12 (stereo not given)	-3%	2.1µM*	-25	-15	203%[activator]	?	-1%
CCCCNC(=O)Cn1c2c(c(-c3ccccc3Cl)cc1=O)CCC2	-2%	nt	-20	-5	1%	?	2%
CCN(CC)CCNC(=O)Cn1nc(-c2ccc(C)cc2)ccc1=O	-2%	1%	-11	-2	-5%	?	-2%
Cc1ccc(-c2cc(N)n(-c3ccc(C)cc3)n2)cc1	0%&-4%	25%	57*	31*	-43%	89%[activator]	1%
CC(C)C(C)NC(=O)CSc1nnc(-c2c[nH]c3ccccc23)o1 (stereo not given)	3%	5%	11	16	-21%	2%	6%
COc1ccc(/C(C)=N/OC/C(O)=C(\C#N)c2nc3ccccc3[nH]2)cc1OC	-2%	19%	-3	-2	-8%	?	0%
COC(=O)C1C(=O)N2CCCSC2=C(C#N)C1c1cccs1 (stereo not given)	-15%	nt	12	0	-20%	?	8%
O=C(CSc1nc2ccccc2o1)Nc1nccs1	-1%	118%[activator]	31	28*	-52%	?	5%
O=C1c2cccnc2C(Nc2ccccc2Br)N1Cc1ccco1 (stereo not given)	-2%	-22%	43	-1	2%	32%[activator]	-3%
Cc1ccc(NC(=O)CN(C)C(=O)C2CC(=O)N(Cc3ccccc3)C2)cc1 (stereo not given)	-7%	13%	-11	-1	37%	11%	-6%
COc1ccc(OC)c(NC(=O)COc2ccc3c(c2)CCC3)c1	1%	13µM*	nt	nt	-26%	?	nt
Cc1ccc2c(CSc3nnnn3C)cc(=O)oc2c1	5%	1%	-11	6	-6%[2.29 µM]	1%	-2%
COc1ccc(C(CNC(=O)c2cccc(S(=O)(=O)Nc3ccc(C)cc3)c2)N2CCOCC2)cc1 (stereo not given)	5%	-25%	nt	nt	111%[activator]	?	nt
CCSC1=NC2(CCCCC2)Nc2sc3c(c21)CCCC3	-24%	nt	-8	-1	-24%	2.6µM*	24%
O=c1[nH]n(CC2COC3(CCCCC3)O2)c(=O)c2ccccc12 (stereo not given)	6%	58%[activator]	43*	33*	-20%	8.3µM*	10%
O=C(O)C1CCCN(S(=O)(=O)c2ccc(Cl)s2)C1 (stereo not given)	4%	0%	-2	-2	-97%	32%[activator]	-2%
COc1ccc(C2C3=C(N=C4SCC(=O)N42)c2ccccc2CC3)cc1OC (stereo not given)	2%	2.3µM*	-9	-1	33%	14%	1%
COc1ccc(OC)c(NC(=O)CSc2nncc3ccccc23)c1	2%	13%	-17	-3	-10%	?	-12%
COc1ccc(OC)c(C2C(C(=O)Nc3ccccc3OC)=C(C)Nc3nc(CCCO)nn32)c1 (stereo not given)	1%	nt	26	-1	20%	?	14%
COC(=O)CCC(=O)OC1(C)C(=O)C=C2C=C(C3CC3)N(CCc3c[nH]c4ccccc34)C=C2C1=O (stereo not given)	-10%	12µM*	-4	-4	56%	?	1%[11.5 µM]
CC(C)Cn1c(SCC(=O)N2CCOCC2)nc2ccccc2c1=O	3%	-5%	nt	nt	-4%	?	nt
CCOc1ccc(NS(=O)(=O)c2ccc(NC(=O)[C@@H]3CCCC[C@@H]3C(=O)O)cc2)cc1	3%	33%[activator]	-13	-5	-8%	0%	2%
Fc1cc(F)c2nc(Nc3nc4c(F)cccc4s3)sc2c1	-7%	34%[activator]	28	13*	-46%	?	0%
COc1cc(NC(=S)Nc2ccc(Br)cc2Cl)c(OC)cc1Cl	-10%	?	-18	-1	-41%	?	1%
On1c(-c2ccccc2Cl)nc2ncccc21	-15%	nt	-3	-3	-6%	-1%	-3%
CCCCNC(=O)c1ccc(N2CCC3(CC2)OCCO3)c([N+](=O)[O-])c1	-7%	-11%	23	2	-13%	?	0%
CC1Cc2ccccc2N1C(=O)CCS(=O)(=O)c1cccs1 (stereo not given)	1%	0%	60*	33*	-14%	?	-2%
O=C1NCC(COCC2CC=CCC2)O1 (stereo not given)	-8%	-1%	-1	-5	-20%	8%	6%
CC(C)C[C@H](NC(=O)Nc1ccc(Oc2ccccc2)cc1)C(=O)O	-3%	3%	-2	-3	-17%	-21%	0%

Looked up above:
Value of CC(C)C[C@H](NC(=O)Nc1ccc(Oc2ccccc2)cc1)C(=O)O in Shiga inhibitor: -2
Value of CCOc1ccc(NS(=O)(=O)c2ccc(NC(=O)[C@@H]3CCCC[C@@H]3C(=O)O)cc2)cc1 in Tb PYK inh: 3%

Profiles, quoted from the list.
CC(C)Cn1c(SCC(=O)N2CCOCC2)nc2ccccc2c1=O in the list: Tb PYK inh = 3%; Pf growth 48h = -5%; Shiga inhibitor = nt; Cycloheximide cs = nt; AmpC no deterg = -4%; Pf growth 96h = ?; LmPK inhibitor = nt
COc1cc(NC(=S)Nc2ccc(Br)cc2Cl)c(OC)cc1Cl in the list: Tb PYK inh = -10%; Pf growth 48h = ?; Shiga inhibitor = -18; Cycloheximide cs = -1; AmpC no deterg = -41%; Pf growth 96h = ?; LmPK inhibitor = 1%
O=C(O)C1CCCN(S(=O)(=O)c2ccc(Cl)s2)C1 (stereo not given) in the list: Tb PYK inh = 4%; Pf growth 48h = 0%; Shiga inhibitor = -2; Cycloheximide cs = -2; AmpC no deterg = -97%; Pf growth 96h = 32%[activator]; LmPK inhibitor = -2%

Continuation:
SMILES	Tb PYK inh	Pf growth 48h	Shiga inhibitor	Cycloheximide cs	AmpC no deterg	Pf growth 96h	LmPK inhibitor
C1=CC2CCC1ON2c1ccccc1 (stereo not given)	4%	-2%	-1	-1	-28%	37%[activator]	-3%
CNC(=O)Nc1cccc2cccnc12	0%	110%[activator]	11	0	-14%	16%	-9%
CC(C)NC(=O)/C(=C/c1ccco1)c1ccccc1	-10%	31%[activator]	-19	-2	-13%	?	-6%
COc1ccc(CN(C)Cc2nc(Cc3ccccc3Cl)no2)cc1OC	-4%	?	9	1	108%[activator]	-5%	4%
CCn1c(C)nc2cc(C(=O)NNS(=O)(=O)c3ccc(C)c(C)c3)ccc21	-8%	8%	2	-1	-28%	nt	0%
COc1cc(NC(=O)Cc2ccccc2)c(C(=O)O)cc1OC	5%	0%	-8	0	-10%	2%	-2%
O=c1ccc2ccc(Oc3ccc(Cl)cc3[N+](=O)[O-])cc2o1	5%	?	2	11	-24%	?	5%
Cc1ccc(S(=O)(=O)Nc2ccccc2C(=O)Nc2nc(-c3ccc(F)cc3)cs2)cc1	3%	13µM*	9	6	-57%	?	1%
O=C(CNC(=O)N1CC(=O)Nc2ccccc21)NCc1ccccc1Cl	8%	?	-2	-2	0%	7%	1%
Cc1ccc(C(O)(COC(=O)C(C)C)COC(=O)C(C)C)c(O)c1	-4%	?	5	6	9%	137%[activator]	1%
CS(=O)(=O)N(Cc1ccccc1)c1ccccc1C(=O)Nc1ccccc1C(=O)NCc1ccco1	-9%	nt	-7	-1	-6%	?	6%
C[C@]12CC[C@@H](O)C[C@H]1CC[C@@H]1[C@@H]2CC[C@]2(C)C(=O)CC[C@@H]12	7%	?	nt	nt	52%	-8%	nt
COc1cc(S(=O)(=O)NCc2ccncc2)c(OC)cc1Br	2%	5%	6	9	-17%	-18%	-10%
CCOC(=O)C(Cc1cc(C(C)=O)ccc1OC(C)C)C(=O)OCC	-1%	?	-13	-7	66%[activator]	67%[activator]	-2%
CCCN1C(=O)COc2ccc(-c3n[nH]c(=O)c4ccccc34)cc21	3%	11%	-6	13	-35%	?	-2%
O=C(COC(=O)C1=COCCO1)Nc1ccc(F)c(F)c1	-9%	20%	nt	nt	?	21%	nt

From PubChem BioAssay

Outcome played no part in choosing rows; 22% or so of the library scored in one or more.
